Screening data (PubChem)
Pf Dd2 inh: P. falciparum Dd2 growth inhibition | SYBR Green, 72 h; stronger effect = lower value | activity change, % at 10 µM | 2.3% of 94,000 active | AID 1159554; in the data active means activity change below about -80%
T cruzi growth: T. cruzi proliferation inhibition; T. cruzi beta-gal in NIH3T3, GalScreen luminescence, 90 h; inhibition, % at 8.34 µM; 5.9% of 77,000 active;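 active means mean inhibition above about 93%, with at least 55% of replicates each passing it, limit read from the data, passing the limit was not always enough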
C diff HTS: inhibitors of Clostridium difficile growth | 0.25% of 86,000 active | Clostridium difficile clinical isolate growth, OD600, 24 h; stronger effect = lower value | AID 1259249 | growth activity, negative = inhibition, % at 16 µg/mL (by protocol);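 active means mean growth activity at or below -80% and every replicate also at or below -80%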;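 further: 0% = DMSO wells and -100% = levofloxacin 16 µg/mL wells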
GASC1 inh: inhibitors of human demethylase GASC-1 KDM4C. Q9H3R0. GST-KDM4C 2-372, H3K9me3 peptide, LANCE TR-FRET. inhibition, % at 12.5 µM. 0.15% of 96,000 active. AID 720574;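 active means mean replicate inhibition above about 25%, with at least 55% of replicates also reaching it, limit read from the data, passing the limit was not always enough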
Target sequence (Q9H3R0 2-372 limits assumed): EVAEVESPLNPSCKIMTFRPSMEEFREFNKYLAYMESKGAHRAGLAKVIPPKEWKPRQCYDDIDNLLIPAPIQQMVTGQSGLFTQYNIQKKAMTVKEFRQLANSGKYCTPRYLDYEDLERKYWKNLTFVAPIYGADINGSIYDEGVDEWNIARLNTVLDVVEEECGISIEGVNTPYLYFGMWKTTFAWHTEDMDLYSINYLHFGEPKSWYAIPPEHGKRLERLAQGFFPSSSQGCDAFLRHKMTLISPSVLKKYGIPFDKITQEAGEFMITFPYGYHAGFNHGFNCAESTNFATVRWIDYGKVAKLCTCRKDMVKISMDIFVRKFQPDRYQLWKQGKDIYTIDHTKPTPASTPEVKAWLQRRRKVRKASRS
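reagent = H3K9me3 peptide substrate, Fe(II), 2-oxoglutarate | system = GST-tagged GASC-1 (JMJD2C) catalytic fragment, aa 2-372 | amount = enzyme final amount 10 nM | read-out = Fall in 671/618 emission ratio as inhibition | medium = HEPES buffer, pH 7.5, plus ascorbate | schedule = 30 min reaction, 60 min detection, RT | measured by = LANCE TR-FRET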
Active calls of the source: *; nt = no result given; & = joins results of further samples.

SMILES	Pf Dd2 inh	T cruzi growth	C diff HTS	GASC1 inh
C/C=C/c1ccc([C@@H]2[C@@H](CN(CC)C(=O)CC)N(S(C)(=O)=O)[C@H]2CO)cc1	-3	18	-5	-0.5
COc1ccc2c3c([nH]c2c1)[C@H](CO)N(C(=O)Nc1cccc(F)c1)CC31CN(CC2CCOCC2)C1	-45	nt	5	-0.7
CCCN(C)C[C@@H]1Oc2ncc(C#CCOC)cc2C(=O)N([C@@H](C)CO)C[C@@H]1C	-2	18	9	-1.3
C[C@H](CO)N1C[C@H](C)[C@@H](CN(C)CC2CC2)Oc2c(NC(=O)C3CCOCC3)cccc2C1=O	11	0	-4	3.3
Cc1noc(C)c1S(=O)(=O)Nc1ccc2c(c1)C(=O)N([C@H](C)CO)C[C@H](C)[C@@H](CN(C)Cc1ccccc1)OCCCC[C@H](C)O2	-25	nt	-5	1.0
C[C@H](CO)N1C[C@H](C)[C@H](CN(C)S(C)(=O)=O)Oc2ncc(-c3cccc(C(F)(F)F)c3)cc2C1=O	5	15	-1	2.0
C/C=C/c1cnc2c(c1)C(=O)N([C@@H](C)CO)C[C@@H](C)[C@H](CN(C)C(=O)c1cccc(F)c1)O2	-20	nt	1	-0.9
O=C(NCC[C@@H]1CC[C@H](NC(=O)c2ccccc2F)[C@H](CO)O1)c1cnccn1	3	nt	-1	1.3
Cc1ccccc1S(=O)(=O)N(C)C[C@@H]1OCc2ccccc2-c2c(n(C)c3ccccc23)C(=O)N([C@@H](C)CO)C[C@@H]1C	-89*	83	nt	-2.1
C[C@@H]1CN([C@@H](C)CO)C(=O)c2cc(NC(=O)Nc3ccccc3)ccc2O[C@@H](C)CCCCO[C@H]1CN(C)C	7	1	0	0.4
CO[C@H]1CC[C@H]2CCN(C)C(=O)[C@@H](C)[C@H](OC)CN(C)C(=O)c3cc(C#N)ccc3OC[C@H]1O2	16	1	nt	-0.9
COCC(=O)N1CCCCN2[C@H](CO)[C@H](c3ccc(-c4ccc(F)cc4)cc3)[C@@H]2C1	27	46	-4	-0.6
C[C@H]1CN([C@@H](C)CO)C(=O)Cc2cc(NS(=O)(=O)c3ccc(Cl)cc3)ccc2O[C@@H]1CN(C)Cc1ccncc1	-5	-7	7	1.6
CN1c2ccc(-c3ccc(C#N)cc3)cc2[C@@H]2[C@@H](CCN2S(=O)(=O)c2cccc(F)c2)[C@@H]1CO	-2	72	1	-17
C[C@@H]1CN([C@H](C)CO)S(=O)(=O)c2ccc(-c3cccc(C#N)c3)cc2O[C@H]1CN(C)C(=O)Nc1ccccc1F	-52	88	0	0.8
CN1c2ccc(-c3ccc(F)cc3)cc2[C@H]2[C@H](CCN2S(=O)(=O)c2ccc(F)cc2)[C@@H]1CO	15	87	34	-1.1
COCC(=O)Nc1ccc2c(c1)C(=O)N(C)[C@@H]1CC[C@H](CC(=O)NCC3CC3)O[C@H]1CO2	7	28	-1	1.5
C[C@@H]1CN([C@H](C)CO)C(=O)c2cc(NC(=O)c3ccncc3)ccc2O[C@@H](C)CCCCO[C@H]1CN(C)C(=O)Nc1cccc2ccccc12	-75	35	5	2.0
O=S(=O)(N[C@@H]1CC[C@@H](CCn2cc(C3(O)CCCC3)nn2)O[C@H]1CO)c1ccc(Cl)cc1	-14	30	nt	-0.2
COc1ccc(S(=O)(=O)Nc2ccc3c(c2)C(=O)N([C@@H](C)CO)C[C@H](C)[C@H](CN(C)Cc2ccccc2)OCCCC[C@H](C)O3)cc1	-66	-1	0	-0.1
O=C(Cc1ccncc1)N1CC[C@@H]2[C@H]1c1cc(-c3ccccc3F)ccc1N[C@@H]2CO	-60	118*	-2	0.7
COc1ccc(CN(C)C[C@@H]2OCCCC[C@H](C)Oc3ccc(NC(=O)c4ccccc4)cc3C(=O)N([C@@H](C)CO)C[C@@H]2C)cc1	-52	-11	-4	-1.0
C[C@H](NC(=O)C[C@@H]1CC[C@H]2[C@@H](COC[C@@H](O)CN2C(=O)Nc2cc(Cl)cc(Cl)c2)O1)c1ccccc1	11	85	nt	0.0
C[C@H](CO)N1C[C@H](C)[C@@H](CN(C)S(=O)(=O)c2ccc(F)cc2)Oc2c(cccc2N(C)C)C1=O	-7	nt	0&-3	nt
C[C@@H]1CN([C@H](C)CO)S(=O)(=O)c2ccc(-c3ccc(F)cc3)cc2O[C@H]1CN(C)Cc1cccc(F)c1	-13	61	53	0.2
Continued:
SMILES	Pf Dd2 inh	T cruzi growth	C diff HTS	GASC1 inh
C[C@@H]1CN([C@@H](C)CO)C(=O)c2cc(N(C)C)ccc2O[C@@H](C)CCCCO[C@@H]1CN(C)Cc1ccccc1	nt	47	1	-0.4
CNC[C@@H]1Oc2c(cccc2N(C)C)C(=O)N([C@H](C)CO)C[C@H]1C	23	5	1	0.3
COCC(=O)N1C[C@H](C)[C@H](OC)CN(C)C(=O)c2cc(NC(=O)c3cnccn3)ccc2OC[C@@H]1C	-24	42	nt	-0.4
C[C@H](NC(=O)C[C@H]1C[C@@H]2c3cc(NC(=O)C4CCC4)ccc3O[C@@H]2[C@@H](CO)O1)c1ccccc1	-10	2	-1	-0.3
Cc1cc(C(=O)Nc2cccc3c2O[C@@H](CN(C)Cc2ccc(Oc4ccccc4)cc2)[C@@H](C)CN([C@H](C)CO)C3=O)n(C)n1	-24	17	-1	-0.1
C[C@@H]1CN([C@H](C)CO)C(=O)c2cc(NC(=O)Cn3cnnn3)ccc2O[C@@H]1CN(C)S(=O)(=O)c1ccccc1	20	14	-4	-0.5
Cc1ccccc1-c1ccccc1[C@H]1[C@@H](CO)N(C(=O)c2ccc(F)cc2)[C@H]1C#N	-49	nt	-2	-2.1
C[C@@H]1CN([C@@H](C)CO)C(=O)Cc2cc(NC(=O)c3ccncc3)ccc2O[C@H]1CN(C)S(=O)(=O)c1ccc(Cl)cc1	-28	27	-6	-1.2
Cc1noc(C)c1S(=O)(=O)Nc1ccc2c(c1)C(=O)N([C@@H](C)CO)C[C@@H](C)[C@@H](CN(C)S(=O)(=O)c1c(C)noc1C)O2	-9	39	nt	3.7
C[C@H](CO)N1C[C@H](C)[C@H](CN(C)CC2CC2)Oc2c(NC(=O)C3CCCCC3)cccc2C1=O	0	-1	-2	-1.2
O=C(O)C[C@H]1CC[C@@H](NC(=O)c2ccccc2F)[C@@H](CO)O1	-2	nt	0	0.4
Cn1cnc(S(=O)(=O)N2CCCCN3[C@@H](CO)[C@@H](c4ccc(-c5ccccc5F)cc4)[C@@H]3C2)c1	15	44	-11	-0.4
C[C@H](CO)N1C[C@H](C)[C@H](CN(C)Cc2ccccc2)Oc2c(NC(=O)c3nc4ccccc4s3)cccc2C1=O	-25	99*	2	-1.0
CCCC#Cc1ccc([C@H]2[C@@H](C#N)N(C(=O)C3CCCC3)[C@H]2CO)cc1	-54	98*	-2	-1.7
O=C(C[C@@H]1CC[C@@H](NC(=O)Nc2cc(F)ccc2F)[C@@H](CO)O1)NCCCN1CCOCC1	3	nt	-4	0.8
C[C@H]1CN([C@@H](C)CO)C(=O)c2cc(/C=C/c3ccccc3)cnc2O[C@H]1CN(C)C(=O)C1CCC1	-29	18	0	2.4
C[C@@H]1CN([C@@H](C)CO)S(=O)(=O)c2ccc(C#CCC3CCCC3)cc2O[C@H]1CN(C)Cc1ccc(C(=O)O)cc1	-17	-5	-16	9.6
Cc1cccc(S(=O)(=O)N[C@H]2CC[C@H](CCn3cc(-c4ccccn4)nn3)O[C@H]2CO)c1	-2	4	-1	0.3
C[C@@H]1CN([C@@H](C)CO)C(=O)c2cc(NC(=O)NC3CCCCC3)ccc2O[C@H]1CN(C)C(=O)Nc1ccccc1	-17	15	-4	0.1
COc1cccc(NC(=O)N2C[C@@H](O)COC[C@@H]3O[C@H](CC(=O)NCCCN4CCOCC4)CC[C@H]32)c1	19	nt	-1&-4	0.2
Cc1ccccc1S(=O)(=O)N1CC(=O)N2[C@H](C1)[C@H](c1ccc(C#CCC3CCCC3)cc1)[C@@H]2CO	-40	nt	-2	0.5
CN(C)C(=O)c1ccc(-c2ccc([C@@H]3[C@@H](CO)N4CCCCN(C(=O)C5CCC5)C[C@@H]34)cc2)cc1	-56	-1	-4	nt
CCC(=O)N(C)C[C@@H]1Oc2ncc(C#Cc3cccnc3)cc2C(=O)N([C@H](C)CO)C[C@H]1C	-1	-32	3	-2.5
COCC(=O)Nc1ccc2c(c1)OC[C@@H](C)N(Cc1ccccn1)C[C@H](C)[C@@H](OC)CN(C)C2=O	25	43	nt	1.9
COc1cccc(S(=O)(=O)N(C)C[C@@H]2Oc3cc(C#CCN(C)C)ccc3S(=O)(=O)N([C@@H](C)CO)C[C@H]2C)c1	-62	104	-6	1.1

Structural class, those above with an aryl methoxy group.
SMILES	Pf Dd2 inh	T cruzi growth	C diff HTS	GASC1 inh
COc1ccc2c3c([nH]c2c1)[C@H](CO)N(C(=O)Nc1cccc(F)c1)CC31CN(CC2CCOCC2)C1	-45	nt	5	-0.7
COc1ccc(S(=O)(=O)Nc2ccc3c(c2)C(=O)N([C@@H](C)CO)C[C@H](C)[C@H](CN(C)Cc2ccccc2)OCCCC[C@H](C)O3)cc1	-66	-1	0	-0.1
COc1ccc(CN(C)C[C@@H]2OCCCC[C@H](C)Oc3ccc(NC(=O)c4ccccc4)cc3C(=O)N([C@@H](C)CO)C[C@@H]2C)cc1	-52	-11	-4	-1.0
COc1cccc(NC(=O)N2C[C@@H](O)COC[C@@H]3O[C@H](CC(=O)NCCCN4CCOCC4)CC[C@H]32)c1	19	nt	-1&-4	0.2
COc1cccc(S(=O)(=O)N(C)C[C@@H]2Oc3cc(C#CCN(C)C)ccc3S(=O)(=O)N([C@@H](C)CO)C[C@H]2C)c1	-62	104	-6	1.1

Filtered by structure: those above containing a COOH group (two)
SMILES	Pf Dd2 inh	T cruzi growth	C diff HTS	GASC1 inh
O=C(O)C[C@H]1CC[C@@H](NC(=O)c2ccccc2F)[C@@H](CO)O1	-2	nt	0	0.4
C[C@@H]1CN([C@@H](C)CO)S(=O)(=O)c2ccc(C#CCC3CCCC3)cc2O[C@H]1CN(C)Cc1ccc(C(=O)O)cc1	-17	-5	-16	9.6

Other structures follow.
SMILES	Pf Dd2 inh	T cruzi growth	C diff HTS	GASC1 inh
O=C(C[C@@H]1CC[C@H]2[C@@H](COC[C@@H](O)CN2C(=O)c2ccccc2F)O1)NCc1ccccc1	1	-11	nt	-0.3
CO[C@H]1CN(C)C(=O)c2cc(NC(=O)c3ccccc3F)ccc2OC[C@H](C)N(C(C)=O)C[C@@H]1C	1	61	nt	2.3
COCC(=O)Nc1ccc2c(c1)C(=O)N(C)[C@H]1CC[C@@H](CC(=O)Nc3ccccc3)O[C@H]1CO2	-17	6	2	-0.5
CCCC#Cc1ccc([C@H]2[C@@H](CO)N3C(=O)CN(C(=O)CN4CCOCC4)C[C@H]23)cc1	25	nt	-1	-0.7
CN(C)C(=O)c1ccc(-c2ccc3c(c2)[C@@H]2[C@@H](CCN2C(=O)c2ccccn2)[C@H](CO)N3)cc1	-5	63	9	-0.4
C[C@H](CO)N1C[C@H](C)[C@H](CN(C)S(=O)(=O)c2ccc(F)cc2)Oc2ncc(-c3ccc(F)cc3)cc2C1=O	-43	23	nt	-0.4
O=C(C[C@H]1CC[C@@H]2[C@H](COC[C@H](O)CN2C(=O)c2ccc(F)cc2)O1)NC1Cc2ccccc2C1	2	18	-2&-4	-1.7
Cc1noc(C)c1NC(=O)Nc1ccc2c(c1)C(=O)N([C@H](C)CO)C[C@H](C)[C@@H](CN(C)C(=O)NC(C)C)O2	23	72	nt	0.5
C[C@@H]1CN([C@@H](C)CO)C(=O)Cc2cc(NC(=O)Nc3ccc4c(c3)OCO4)ccc2O[C@H]1CN(C)C(=O)Nc1ccc(F)cc1	-29	-12	0	0.0
CCCN(C)C[C@H]1Oc2cc(-c3ccccc3C)ccc2S(=O)(=O)N([C@H](C)CO)C[C@H]1C	-22	nt	2	-0.7
O=C(N[C@@H]1C=C[C@@H](CC(=O)N2CCCCC2)O[C@H]1CO)c1cccc(F)c1	-5	46	-1	0.0
C[C@H]1CN([C@@H](C)CO)C(=O)c2cccc(NC(=O)c3ccc(-c4nccs4)cc3)c2O[C@H]1CN(C)C(=O)Nc1ccc2c(c1)OCO2	2	26	nt	1.3
CC(C)CC#Cc1cnc2c(c1)C(=O)N([C@@H](C)CO)C[C@@H](C)[C@@H](CN(C)C(=O)C1CCCCC1)O2	0	48	5	0.4
C[C@H]1CN([C@@H](C)CO)C(=O)c2cccc(NS(C)(=O)=O)c2O[C@H]1CN(C)S(=O)(=O)c1ccc(F)cc1	3	-34	-4	0.3
CCC(=O)N1C[C@@H](C)[C@H](OC)CN(C)C(=O)c2cc(NC(=O)Nc3cccc(F)c3)ccc2OC[C@@H]1C	0	-6	nt	-1.0
C[C@@H]1CN([C@@H](C)CO)C(=O)c2cc(C#CC3CCCC3)cnc2O[C@H]1CN(C)S(C)(=O)=O	-15	nt	-6	0.3
C[C@H](CO)N1C[C@H](C)[C@@H](CN(C)C)Oc2cc(C#Cc3ccncc3)ccc2S1(=O)=O	-44	31	2	-0.4
O=C(CC1CC1)Nc1ccc2c(c1)[C@@H]1C[C@H](CC(=O)NC3CCCCC3)O[C@@H](CO)[C@@H]1O2	4	38	-1	0.2
